# Screening data (PubChem)
# LDHA block: qHTS assay for inhibitors of human lactate dehydrogenase; L-lactate dehydrogenase A chain (Homo sapiens), P00338; 0.15% of 480,000 active; AID 1347041, 2019; activity change, % (values are at about 110 or 230 µM); purified LDHA, NADH/diaphorase-resazurin fluorescence; hits give low values; in the data active = activity change below about -30%; inconclusive = mostly about -25% to -30%;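 also: plate controls were DMSO wells for no effect and wells without enzyme for full effect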
#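 LDH5 2 nM; NADH 0.06 mM, pyruvate 0.2 mM; 200 mM Tris pH 7.4, EDTA, Tween-20; 5 min RT. Detection: diaphorase 0.133 mg/mL + resazurin 37 µM, fluorescence ex540/em590 at 0 and 20 min; normalized to enzyme-free and DMSO wells.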
# ALOX12 inh: Primary qHTS assay for inhibitors of human arachidonate 12S-lipoxygenase (ALOX12): Round 2. Polyunsaturated fatty acid lipoxygenase ALOX12 (Homo sapiens), P18054. purified 12hLO, xylenol orange hydroperoxide absorbance. Potency, µM (top dose mostly 108 µM), for inactives: top-dose activity change, negative = inhibition, hits mostly inhibitors. 1.1% of 580,000 active. AID 1671190, 2021; active = well fitted inhibition curve with a large enough effect; inconclusive = small, poorly fitted or top-dose-only effect, or another doubt; inactive = no such curve, though single readings can be large or run the other way; also: potency is read from the fitted curve at half-maximal effect
# Target sequence (P18054 whole entry, looked up): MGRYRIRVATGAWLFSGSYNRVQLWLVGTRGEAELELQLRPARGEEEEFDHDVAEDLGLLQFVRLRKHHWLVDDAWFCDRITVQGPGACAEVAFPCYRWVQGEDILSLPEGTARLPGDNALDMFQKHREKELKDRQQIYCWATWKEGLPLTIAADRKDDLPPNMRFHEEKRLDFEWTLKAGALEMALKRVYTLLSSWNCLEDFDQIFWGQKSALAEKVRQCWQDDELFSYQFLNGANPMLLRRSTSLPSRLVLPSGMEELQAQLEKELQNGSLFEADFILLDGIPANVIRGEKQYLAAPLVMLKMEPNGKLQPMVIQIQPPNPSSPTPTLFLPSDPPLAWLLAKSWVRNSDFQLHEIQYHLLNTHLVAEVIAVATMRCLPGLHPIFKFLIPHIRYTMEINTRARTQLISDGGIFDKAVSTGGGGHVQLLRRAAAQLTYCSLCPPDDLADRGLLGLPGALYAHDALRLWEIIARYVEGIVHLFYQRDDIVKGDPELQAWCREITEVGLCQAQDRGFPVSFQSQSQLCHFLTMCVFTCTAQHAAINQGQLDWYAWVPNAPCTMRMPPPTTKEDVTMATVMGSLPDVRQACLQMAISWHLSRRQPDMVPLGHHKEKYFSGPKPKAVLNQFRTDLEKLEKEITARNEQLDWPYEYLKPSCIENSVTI
#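 Hydroperoxide product was detected by ferrous iron/xylenol orange as the 573 to 405 nm absorbance ratio. Arachidonic acid at 40 uM (final) was turned over for 30 min at room temperature by 150 nM human 12hLO, pH 7.0 Hepes buffer, after 15 min compound preincubation.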
# * = called active by the depositor; ? = inconclusive; [ ] = dose if it differs, or a comment. Unless noted, % is scaled to controls: 0 for no effect and ±100 for the full control effect. Some of the compounds tested; the hit share may differ from the screen's.
SMILES,LDHA block,ALOX12 inh
CC1=C(C(=O)Nc2ccccc2)C(c2ccc(Br)cc2)NC(=S)N1 (stereo unspecified),9.4,?
C#CCn1c2ccccc2c(=O)n1CCOc1ccccc1OC,1.8,-12.7%
CS(=O)(=O)c1cccc(OCCOc2ccc(F)cc2)c1,2.5,64.6%
O=C(NC1CCCC1)c1ccc(Cl)cc1-n1cnnn1,-4.3,?
COc1cccc(C(=O)Oc2ccc(C(=O)COC(=O)c3ccco3)cc2)c1,-6.6,-10.6%
COc1ccc(C2CCCN2C(=O)c2nn(C)c(=O)c3ccccc23)cc1 (stereo unspecified),2.3,1.3%
Cc1cc2oc(C(=O)Nc3ccc4c(c3)N(C)C(=O)CO4)c(C)c2cc1C,-16.0,25.3%
COc1ccccc1NC(=O)C1CCCN(S(C)(=O)=O)C1 (stereo unspecified),9.0,1.2%
CCn1nc(C(=O)OC(C)C(=O)c2c[nH]c3ccccc23)c2ccccc2c1=O (stereo unspecified),-7.4,?
COc1ccccc1-c1cc(NC=O)c2ncc(-c3cccc(C(=O)N(C)C)c3)n2c1,0.9,-3.8%
CCOc1ccc(-c2cc(=O)c3ccc(NC(=O)c4ccccc4Cl)cc3o2)cc1,0.5,23.7%
CCOc1cc(C)c(Cl)cc1S(=O)(=O)N1CCCCC1C (stereo unspecified),2.2,18.2%
CC(C)(C)c1cc(SC2(Sc3cc(C(C)(C)C)c(O)c(C(C)(C)C)c3)C(=O)Nc3ccccc32)cc(C(C)(C)C)c1O,5.0,?
CCCCCCCCc1cnc(-c2ccc(OC(F)(F)F)cc2)nc1,0.5,18.1%
O=C(Nc1ccccc1)N1CCN(c2cc(=O)n3nc(-c4ccco4)sc3n2)CC1,-14.5,-45.3%
O=C(/C=C/Nc1cc(C(F)(F)F)cc(C(F)(F)F)c1)c1ccc(Cl)cc1Cl,4.7,-24.8%
Cc1ccc2c(C)c(CCC(=O)Nc3ccc(Cl)cc3)c(=O)oc2c1,-0.3,-4.6%
CCCCC(=O)NCc1ccc(-c2nc3ccccc3s2)cc1,-30.5*,-8.6%
CCOc1ccccc1N1C(=O)CC(Sc2nc(C)c3cc(OC)ccc3n2)C1=O (stereo unspecified),-24.7,-16.3%
COc1ccc(NC(=O)C2(C)Cc3c(-c4ccc5c(c4)OCO5)ccnc3O2)cc1 (stereo unspecified),-4.3,1.9%
CCc1c(C(=O)NCc2ccc(OC)c(OC)c2)csc1C,5.5,0.5%
Cc1c(C=O)c(C)n(-c2cccc(Cl)c2)c1C,2.9,?
COC(=O)COc1cccc2c1OCCO2,5.9,16.5%
O=C(CSc1nc2cc([N+](=O)[O-])ccc2o1)NCc1ccc(F)cc1,2.9,?
Cn1c(COc2ccccc2Cl)nnc1SCCOc1ccc(Br)cc1,-1.8,6.1%
O=C1/C(=C/c2ccccc2F)CCc2ccccc21,5.3,3.16µM*
Cc1ccc(C)c(OCC(=O)NCc2cccs2)c1,-24.5,7.8%
Cc1nn(C)c2ncc(NC(=O)CCc3ncc(-c4ccc(F)cc4)o3)cc12,-5.8,26.6%
Cc1cc(C)cc(C(=O)NCCc2cccnc2)c1,5.3,24.7%
Cc1ccc(-n2c(SCC(=O)NC(=O)NC(C)C)nnc2N2CCCCC2)cc1,1.1,?
O=C(CN1CCN(c2nccs2)CC1)NCc1ccc(Cl)cc1,19.4,12.6%
CC(C)CC(=O)NCCCCNC(=O)CC(C)C,6.8,-27.4%
Cc1ccc(S(=O)(=O)NC(CN(C)C)c2ccccc2)cc1F (stereo unspecified),-9.4,-3.2%
Cc1cc(C(=O)CN(C)CC(=O)Nc2ccccc2Cl)c(C)n1CCc1cccs1,7.6,-19.6%
Cc1ccc2oc(C(=O)Nc3cccc(C(=O)NC4CC4)c3)cc(=O)c2c1,-1.2,?
Cc1n[nH]c(C)c1S(=O)(=O)N1CCC(=O)CC1,5.4,?
CCC(=O)N1N=C(c2c(-c3ccccc3)c3cc(Cl)ccc3n(C)c2=O)CC1c1ccco1 (stereo unspecified),0.4,?
CC(c1ccccc1)N(C)S(=O)(=O)c1cccc2nsnc12 (stereo unspecified),8.7,-4.8%
O=C1OCCC1Sc1ccc2c(c1)OCCO2 (stereo unspecified),-7.2,6.6%
O=C(c1cn[nH]c1-c1ccc(Cl)cc1)N1CCCCC1,-3.5,?
Cc1cc(COc2ccc(C(=O)c3ccc(F)cc3)cc2)no1,3.1,-14.7%
Cc1ccc(S(=O)(=O)N2CCN(c3ncnc4c3nnn4-c3ccccc3)CC2)c(C)c1,10.5,-1.5%
CSc1ccccc1C(=O)NC(C)(C#N)C1CC1 (stereo unspecified),6.5,?
O=C1NCCCCC1Sc1ccc2c(c1)OCCCO2 (stereo unspecified),-0.8,-7.1%
CC1CC(C)(C)Nc2c(O)cccc21 (stereo unspecified),72.6,27.9%
COc1cc(CCC(=O)NCc2ccoc2)cc(OC)c1,-4.2,16.3%
CCOc1ccc(OCc2cccc(C(=O)OCC3CCCO3)c2)cc1 (stereo unspecified),-24.4,16.4%
CCOP(=O)(OCC)C(Cc1ccccc1)N=C(c1ccccc1)c1ccccc1 (stereo unspecified),4.1,-4.6%
CCN1CCC(NC(=O)NCCc2cccc3cccnc23)CC1,0.0,7.0%
O=C1/C(=C/c2ccc(F)c(F)c2)Cc2ccccc21,0.9,1.2%
CCCCCCCCC(c1nc2ccccc2[nH]1)N1CCN=C(c2ccccc2)C1=O (stereo unspecified),-4.3,18.4%
CC(C)c1nnc2sc(/C=C/c3ccc4c(c3)OCO4)nn12,-7.7,-4.4%
N#CCSc1cc(C(=O)NC2CC2)c2ccccc2n1,-2.1,-4.5%
CCCNC(=O)C1(C)CCCN(C(=O)c2cc(C)n(C(C)(C)C)n2)C1 (stereo unspecified),-2.3,-12.1%
Cc1oc(-c2cccc(Cl)c2)nc1CNC(=O)Nc1ccccc1Cl,7.7,?
CC(=O)Nc1ccc(-c2ccnc3c2CC(C(=O)Nc2cccnc2)O3)cc1 (stereo unspecified),-4.7,?
O=C(Nc1cccc(C(F)(F)F)c1)c1cn2c3c(cccc3c1=Nc1cccc(C(F)(F)F)c1)CCC2,-23.9,?
CCC(CC)C(=O)Nc1ccc(C)cc1C,1.5,25.6%
CC(C)(C)c1ccc(NC(=O)CCC(=O)O)cc1,-3.9,9.5%
CCOC(=O)C1(C)CCN1C(=O)c1ccc(C(=O)OC)cc1 (stereo unspecified),-11.6,-4.3%
# Further records.
SMILES,LDHA block,ALOX12 inh
Cc1ccc(NS(=O)(=O)c2cccc(C(=O)N(C)C(C)c3nc4ccccc4s3)c2)cc1 (stereo unspecified),-1.5,-24.6%
CCCCc1ccc(NC(=O)C(=O)NCCN2CCN(C(=O)c3ccc(C)cc3)CC2)cc1,-5.3,-15.9%
S=c1sc2c(s1)SCC1(CS2)OCCO1,4.3,?
COc1cccc(OC)c1C(=O)C1CC(=O)Nc2c1c(C)nn2-c1cccc(C)c1C (stereo unspecified),-1.9,-57.9%
Cc1cc(Nc2ccc(F)c(F)c2)n2nc(-c3ccco3)nc2n1,-6.8,-14.6%
CS(=O)(=O)Cc1cccc(C(=O)NCc2ccccc2F)c1,1.5,30.1%[activator]
CCOc1ccc(CNc2cccc(C)c2)cc1,4.5,?
CC(=O)Nc1ccc(NC(=O)c2cc(C)nc3ccccc23)cc1,10.4,5.3%
CCOc1ccccc1OCC(=O)Nc1ccc2oc(C)nc2c1,3.2,6.4%
COc1ccc(OC)c(-n2c(-c3ccc(F)cc3)cn3c4c(=O)[nH]c(=O)n(C)c4nc23)c1,10.3,-20.7%
O=C(CC(=O)N/N=C/c1ccccc1[N+](=O)[O-])N/N=C/c1ccccc1[N+](=O)[O-],2.6,-6.1%
CNC(=O)c1ccccc1OCc1coc(-c2cccc(F)c2)n1,-5.5,-3.2%
CN(c1ccc([N+](=O)[O-])cc1)c1cc2c(c3c1ccn3C)C1CCC2C1 (stereo unspecified),1.2,-8.4%
CCCc1ccc(-c2ccc(C(=O)OCC)cc2)nc1,0.1,-12.1%
CCC(C)[C@H](NC(=O)OC(C)(C)C)c1nnc(SCC(=O)OC)o1 (stereo partly specified),-0.8,5.7%
COc1ccc(-c2coc3c(C(=O)NCc4ccccc4)cccc23)c(C)c1,-12.6,?
CCOC(=O)c1ccc2c3c(cccc13)CC2,-1.7,-10.0%
Cc1oc(-c2ccccc2)nc1C(=O)NC(C)c1ccc(C(F)(F)F)cc1 (stereo unspecified),2.2,30.4%[activator]
COC(=O)c1cc(-c2cc(C(F)(F)F)ccc2Cl)oc1C,3.8,-20.6%
Cc1ccc(S(=O)(=O)N2CCN(c3nc(-c4cccnc4)nc4ccccc34)CC2)cc1C,1.1,1.6%
Cc1cc(C(=O)N(Cc2ccco2)Cc2cccs2)ccc1-n1cnnn1,2.0,-3.6%
CCOc1ccc2oc(=O)cc(-c3cc4cccc(OC)c4o3)c2c1,4.8,27.1%
CCC1(c2ccc(NC(=O)c3ccc(OC)c(OC)c3)cc2)CCC(=O)NC1=O (stereo unspecified),7.0,-47.5%
CCOC(=O)CC1(C)Oc2cc(Cl)ccc2N1S(=O)(=O)c1ccc(C)cc1 (stereo unspecified),0.5,6.0%
Cc1cc(NC(=O)c2ccoc2)ccc1N1CCCC1=O,11.8,-4.1%
CCOC(=O)c1c(CSc2ccccc2)n(C)c2cc(Br)c(OCC(O)CNC3CCCCC3)cc12 (stereo unspecified),0.5,?
O=C(/C(Br)=C/Nc1cc(Cl)cc(Cl)c1)C(F)(F)F,-11.5,?
Clc1ccc2c(c1)C(c1ccccc1)=Nc1ccc(Cl)cc1C(c1ccccc1)=N2,-5.7,-4.8%
Cc1ccc(C)c(C(C)NC(=O)c2ccco2)c1 (stereo unspecified),1.1,18.7%
CCC(NC(=O)/C=C/c1ccccc1)c1cccs1 (stereo unspecified),2.5,-16.7%
COc1cc(NC(=O)c2sc3ncnc(N(C)c4ccccc4)c3c2C)cc(OC)c1OC,17.9,39.5%
CC(C)NC(=O)C(C)Sc1ncnc2ccccc12 (stereo unspecified),-7.2,?
O=c1[nH]c2sc3c(c2c2nc(-c4ccccc4)nn12)CCC3,16.7,-4.6%
CCc1ccc(C(O)c2ncc(-c3ccccc3F)[nH]2)cc1 (stereo unspecified),-11.4,4.8%
CCc1ccc2oc(C(=O)NCc3ccncc3)cc(=O)c2c1,-13.6,20.7%
Cc1ccc2[nH]c(=O)c(CN(Cc3cccnc3)C(=O)c3cccnc3)cc2c1,9.4,5.7%

# 3 compounds from above, sorted by their value in ALOX12 inh, high to low.
molecule | ALOX12 inh
CCN1CCC(NC(=O)NCCc2cccc3cccnc23)CC1 | 7.0%
CCOP(=O)(OCC)C(Cc1ccccc1)N=C(c1ccccc1)c1ccccc1 (stereo unspecified) | -4.6%
CCC(NC(=O)/C=C/c1ccccc1)c1cccs1 (stereo unspecified) | -16.7%

# (further entries)
SMILES,LDHA block,ALOX12 inh
CC(=O)Nc1cc(-c2cccc(NS(C)(=O)=O)c2)cn2c(-c3cccc(C(F)(F)F)c3)cnc12,2.1,?
COC(=O)c1ccc(NS(=O)(=O)c2c(C)cc(C)cc2C)cc1,3.1,-8.7%
O=C(Nc1ccc2ccccc2n1)c1ccc(S(=O)(=O)NC2CC2)cc1,1.4,18.3%
COc1ccc(NC(=O)CSCc2ccc(F)cc2Cl)cc1,-2.5,-10.4%
NC(=O)c1ccc(CNC(=O)c2nccnc2N)cc1,-3.4,2.6%
CCCCC(=O)N(C)c1c(C)nc2ccc(C(=O)N3CCN(c4ccccc4)CC3)cn12,-6.3,-4.4%
CCCN1C(=O)C(O)(CC(=O)c2ccc3c(c2)OCO3)c2ccccc21 (stereo unspecified),-1.6,?
CCOC(=O)/C(C#N)=C\c1ccc(-c2cccc(C(F)(F)F)c2)o1,5.2,-23.4%
Cn1nc(C(=O)N2CCCC2c2nc3ccccc3s2)c2ccccc2c1=O (stereo unspecified),0.4,3.3%
CCCc1noc(COc2ccc3c(C)cc(=O)oc3c2)n1,0.8,36.0%[activator]
Nn1c(SCC(=O)NCCc2ccc(Cl)cc2)nnc1-c1ccco1,2.2,0.4%
O=C(NCc1cccnc1)c1cc(C2CCCCN2S(=O)(=O)Cc2ccccc2)on1 (stereo unspecified),-3.2,-27.4%

# Quoted from the listing:
# `NC(=O)c1ccc(CNC(=O)c2nccnc2N)cc1` | LDHA block = -3.4
# `CCCc1noc(COc2ccc3c(C)cc(=O)oc3c2)n1` | ALOX12 inh = 36.0%[activator]
# `CCOC(=O)/C(C#N)=C\c1ccc(-c2cccc(C(F)(F)F)c2)o1` | ALOX12 inh = -23.4%
# `CC(=O)Nc1cc(-c2cccc(NS(C)(=O)=O)c2)cn2c(-c3cccc(C(F)(F)F)c3)cnc12` | LDHA block = 2.1
# `CCCCC(=O)N(C)c1c(C)nc2ccc(C(=O)N3CCN(c4ccccc4)CC3)cn12` | LDHA block = -6.3
# `Cn1nc(C(=O)N2CCCC2c2nc3ccccc3s2)c2ccccc2c1=O` (stereo unspecified) | ALOX12 inh = 3.3%

# (next part)
SMILES,LDHA block,ALOX12 inh
CCC1CCCCN1C(=O)Cn1cccc1-c1nc(-c2ccc(F)cc2)no1 (stereo unspecified),15.2,6.6%
Cc1ccc(-c2nc(CNS(=O)(=O)c3ccc(Cl)cc3)c(C)o2)cc1,4.0,-40.1%
C/C(=N/O)c1ccc(-n2ccnc2)cc1,-3.7,-28.9%
O=S(=O)(Nc1ccc(C(O)(C(F)(F)F)C(F)(F)F)cc1)c1cccc2cccnc12,-16.3,?
